Source: PubChem BioAssay
IDE act: boosts human insulin-degrading enzyme activity in HEK cells; activation, % at 5.96 µM; 340,000 compounds, 0.073% hits; P14735; FAbeta-B cleavage, fluorescence polarization; 0% vehicle, 100% cell-free pure enzyme wells;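 active = activation above the mean of all tested compounds plus 3 SD, set per screening campaign, cut at about 17% in these data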
Target sequence (P14735 whole entry, looked up): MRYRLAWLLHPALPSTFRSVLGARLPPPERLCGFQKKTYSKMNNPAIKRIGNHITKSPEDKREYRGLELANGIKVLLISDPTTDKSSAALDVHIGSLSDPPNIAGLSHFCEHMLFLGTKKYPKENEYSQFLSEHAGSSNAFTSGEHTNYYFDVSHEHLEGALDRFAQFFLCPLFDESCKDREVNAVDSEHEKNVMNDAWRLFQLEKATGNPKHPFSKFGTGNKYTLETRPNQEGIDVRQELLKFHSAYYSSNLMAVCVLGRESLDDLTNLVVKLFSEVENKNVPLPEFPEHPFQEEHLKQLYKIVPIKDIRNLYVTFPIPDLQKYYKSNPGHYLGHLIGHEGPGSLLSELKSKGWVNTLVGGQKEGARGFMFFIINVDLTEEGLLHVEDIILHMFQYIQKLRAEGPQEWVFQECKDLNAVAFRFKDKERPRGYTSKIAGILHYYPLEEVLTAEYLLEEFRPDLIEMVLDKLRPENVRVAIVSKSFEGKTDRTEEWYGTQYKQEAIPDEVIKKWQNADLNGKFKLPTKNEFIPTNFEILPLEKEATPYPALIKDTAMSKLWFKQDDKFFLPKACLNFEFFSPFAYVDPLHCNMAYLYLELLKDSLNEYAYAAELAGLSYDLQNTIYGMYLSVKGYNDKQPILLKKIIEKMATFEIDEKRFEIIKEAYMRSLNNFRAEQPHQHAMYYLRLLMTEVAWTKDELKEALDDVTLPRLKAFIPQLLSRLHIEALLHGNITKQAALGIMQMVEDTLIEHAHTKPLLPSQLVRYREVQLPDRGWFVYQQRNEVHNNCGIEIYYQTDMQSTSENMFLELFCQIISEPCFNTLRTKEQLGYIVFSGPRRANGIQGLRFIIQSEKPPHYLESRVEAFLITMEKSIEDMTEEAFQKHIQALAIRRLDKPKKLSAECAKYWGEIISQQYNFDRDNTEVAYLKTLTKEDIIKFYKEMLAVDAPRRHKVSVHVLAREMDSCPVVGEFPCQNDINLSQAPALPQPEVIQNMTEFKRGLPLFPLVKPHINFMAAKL
* hit, by the source's call. These rows are one share of the data; rates above refer to the full screens.

SMILES,IDE act
CCCCn1c(N)c(N(CC(C)C)C(=O)CSC(C)C(=O)Nc2cc(C)on2)c(=O)[nH]c1=O (configuration not stated),3
CN(C)C(=O)N=NC(=O)N(C)C,-6
COc1ccccc1C(=O)NCC(=O)OCC(=O)N1CC(C)OC(C)C1 (configuration not stated),0
Cc1ccc(NC(=O)CSCC(=O)OC(C)C(=O)Nc2ccc(S(N)(=O)=O)cc2)c(C)c1 (configuration not stated),8
CC[C@]12C(=O)N(C)C[C@H]([C@@H]3C(=O)N(C)C(=O)[C@@H]31)N2C(=O)c1ccc(C(F)(F)F)cc1,-1
COc1cc([C@@H]2OC[C@@H]3[C@H]2CO[C@@H]3c2ccc3c(c2)OCO3)ccc1O,1
Cc1c(Cl)cccc1NC(=O)COC(=O)C12CC3CC(CC(O)(C3)C1)C2,0
Cc1ccc(Cl)c(NC(=O)COC(=O)c2nn(C)c(=O)c3ccccc23)c1Cl,3
O=C(NCSc1ccccc1)c1ccccc1,2
CCOc1ccc(NS(=O)(=O)c2ccc(C(=O)N(C)CC(=O)Nc3cccc(OC)c3)cc2)cc1,4
CCN(CC)C(=O)[C@H]1C[C@H](CC(=O)NCc2ccc(OC)c(OC)c2)C(=O)N2CCc3c([nH]c4cc(CCC(=O)N(C)C)ccc34)[C@]12C,-2
CCN(C(=O)CSc1nc2scc(-c3ccccc3)c2c(=O)n1N)C1CCS(=O)(=O)C1 (configuration not stated),-2

(more compounds)
SMILES,IDE act
CCOc1ccc(NC(=O)COC(=O)c2cc(C)oc2C)cc1,2
O=C(c1cc(S(=O)(=O)N2CCN(c3ccccc3)CC2)ccc1Cl)N1CCCCCCC1,7
Nc1nc(SCC(=O)c2c(N)n(C3CC3)c(=O)[nH]c2=O)n[nH]1,7
COc1ccc([C@H]2CC(=O)C=C(c3ccc(-c4ccccc4)c(F)c3)C2)cc1OC,-3
CN(C)S(=O)(=O)c1ccc(Cl)c(NC(=O)CN2C(=O)NC3(CCc4ccccc43)C2=O)c1 (configuration not stated),5
COCCCn1c(SC(C)C(=O)Nc2c(C)n(C)n(-c3ccccc3)c2=O)n[nH]c1=O (configuration not stated),3
CC(C)Oc1ccc(S(=O)(=O)N2CCOCC2)cc1NC(=O)CC1OC(=O)c2ccccc21 (configuration not stated),4
O=C1CN(C(=O)COC(=O)COc2ccccc2)c2ccccc2N1,5
CN(CC(=O)Nc1ccc(F)c(F)c1F)C(=O)/C=C/c1ccco1,3
C[C@H](CO)N1C[C@H](C)[C@@H](CN(C)S(=O)(=O)c2ccccc2)Oc2c(NS(=O)(=O)c3cccs3)cccc2C1=O,4
Cc1cc(NC(=O)CN2C(=O)NC(CC(C)C)C2=O)no1 (configuration not stated),2
CC(C)Cc1nnc(NC(=O)CN2C(=O)C3CCCCC3C2=O)s1 (configuration not stated),-1

More structures follow.
SMILES,IDE act
CN(C)C(CNC(=O)CCNC(=O)c1ccc(Cl)cc1)c1ccco1 (configuration not stated),7
CC1CCCC(NC(=O)CSc2nncs2)C1C (configuration not stated),3
CN(c1ccccc1)S(=O)(=O)c1cccc(NC(=O)CCNC(=O)c2ccc(Cl)cc2)c1,-7
COc1cc(CN(C)C(=O)C2CCN(S(=O)(=O)c3cccs3)CC2)ccc1OC(F)F,7
COCCN(C(=O)CSc1ccc2c(c1)OCCO2)c1c(N)n(CC(C)C)c(=O)[nH]c1=O,2
O=Cc1c[nH]c2cccc(OCc3ccccc3)c12,-7
CCN(C(=O)COn1nnc2ccc(S(=O)(=O)N(C)C)cc21)C1CCS(=O)(=O)C1 (configuration not stated),1
Cc1cscn1,8
COc1ccc(Cl)cc1C(=O)NNC(=O)c1n[nH]c2ccccc12,4
CN(C)S(=O)(=O)c1ccc(N2CCCC2)c(C(=O)N2CCN(S(=O)(=O)c3cccc(F)c3)CC2)c1,0
CSc1ncccc1C(=O)OCC(=O)NC12CC3CC(CC(C3)C1)C2,-1
CCOC(=O)C1CCCN(C(=O)c2ccc(NC(=O)CC3SC(N4CCCC4)=NC3=O)cc2)C1 (configuration not stated),-2

Six compounds picked at random from those above, as already listed:
SMILES,IDE act
CN(C)S(=O)(=O)c1ccc(N2CCCC2)c(C(=O)N2CCN(S(=O)(=O)c3cccc(F)c3)CC2)c1,0
COc1cc(CN(C)C(=O)C2CCN(S(=O)(=O)c3cccs3)CC2)ccc1OC(F)F,7
CN(c1ccccc1)S(=O)(=O)c1cccc(NC(=O)CCNC(=O)c2ccc(Cl)cc2)c1,-7
CN(C)C(CNC(=O)CCNC(=O)c1ccc(Cl)cc1)c1ccco1 (configuration not stated),7
CCN(C(=O)COn1nnc2ccc(S(=O)(=O)N(C)C)cc21)C1CCS(=O)(=O)C1 (configuration not stated),1
COCCN(C(=O)CSc1ccc2c(c1)OCCO2)c1c(N)n(CC(C)C)c(=O)[nH]c1=O,2

Among those listed so far, three contain a furan ring, fused or not:
SMILES,IDE act
CCOc1ccc(NC(=O)COC(=O)c2cc(C)oc2C)cc1,2
CN(CC(=O)Nc1ccc(F)c(F)c1F)C(=O)/C=C/c1ccco1,3
CN(C)C(CNC(=O)CCNC(=O)c1ccc(Cl)cc1)c1ccco1 (configuration not stated),7

Next structures
SMILES,IDE act
CCN(CC(=O)NCc1cccs1)C(=O)c1cccc(S(=O)(=O)Nc2ccc(F)cc2)c1,7
COc1cc(OC)cc(C(=O)NNC(=O)CN2C(=O)NC3(CCCC3)C2=O)c1,1
CC(C)(C)C(=O)NCc1ccc(C(=O)CSc2nnc(-c3ccncc3)n2C2CC2)s1,3
CN(C)c1ccc(/C=C/C(=O)c2ccc(O)cc2)cc1,-150
OC(CCCC(O)c1ccccc1)c1ccccc1 (configuration not stated),-2
COc1ccccc1NS(=O)(=O)c1ccc(C(=O)NCC2(N(C)C)CCCCC2)cc1,2
O=c1cc(-c2ccccc2)nc2cc(-c3ccc(F)cc3)[nH]n12,0
Cc1cc(C(=O)CSc2nc(N)cc(N)n2)c(C)n1CC1CCCO1 (configuration not stated),2
Cc1cc(C)c2sc(N(CCCN(C)C)C(=O)c3ccc(S(=O)(=O)N4CCCc5ccccc54)cc3)nc2c1,6
Cc1cccc(NC(=O)CSCC(=O)N2CCN(Cc3ccc4c(c3)OCO4)CC2)c1,3
CCCN(C(=O)c1cccc(S(=O)(=O)N2CCCc3ccccc32)c1)C1CCS(=O)(=O)C1 (configuration not stated),-4
Cc1ccc2c(c1)C(=O)N1[C@H]3c4cc(Br)ccc4OC[C@@H]3[C@H](c3ccccc3)[C@]1(C)C(=O)N2,-1

Remaining list, next part
SMILES,IDE act
O=C(O)c1ccc(C=NN=C2c3ccccc3-c3ccccc32)cc1,-7
Cc1cccc(NS(=O)(=O)c2ccc(C)c(C(=O)NC3CCN(Cc4ccccc4)CC3)c2)c1,1
N#CC1(NC(=O)COC(=O)c2ncc(Cl)c(Cl)c2Cl)CCCCC1,5
Cc1ccc(S(=O)(=O)N2CCCCC2)cc1NC(=O)COC(=O)CN1C(=O)NC2(CC(C)CC(C)(C)C2)C1=O (configuration not stated),6
CC(=O)NC(C)(CC(=O)c1ccccc1)c1ccccc1 (configuration not stated),2
CCCCn1c(N)c(N(CC(C)C)C(=O)C2=COCCO2)c(=O)[nH]c1=O,0
CC(=O)Nc1ccc(S(=O)(=O)NCCC(=O)OCC(=O)c2cc(C)ccc2C)cc1,-2
C[C@H](CO)N1C[C@H](C)[C@@H](CN(C)CC2CCCCC2)Oc2ccc(NC(=O)Cn3cnnn3)cc2C1=O,-1
N#CCC(=O)Nc1ccc(C(=O)OCC(=O)NNC(=O)c2ccc(Cl)cc2)cc1,1
O=C(CSc1nc2ccccc2c(=O)n1-c1ccccc1Cl)NC1CCS(=O)(=O)C1 (configuration not stated),-4
Cc1ccc(S(=O)(=O)NCC(c2ccc3c(c2)OCO3)N2CCOCC2)cc1 (configuration not stated),-2
Cc1noc(C)c1COc1ccc(C(=O)N2CCN(S(=O)(=O)c3ccc(Cl)cc3)CC2)cc1,3

Next part.
SMILES,IDE act
COc1cccc(NC(=O)CN(C)C(=O)CSCC(=O)Nc2ccc(C)cc2)c1,-1
CC(=O)O[C@H]1CC[C@@]2(C)[C@@H](CC[C@H]3[C@@H]4CC[C@H](C(C)O)[C@@]4(C)CC(=O)[C@@H]32)C1 (some centres not stated),4
CCc1sc(C(=O)N(CCCOC)c2c(N)n(CC(C)C)c(=O)[nH]c2=O)cc1C,-1
C[C@H](CO)N1C[C@H](C)[C@@H](CN(C)S(=O)(=O)c2ccccc2)Oc2c(NS(=O)(=O)c3ccc(F)cc3)cccc2C1=O,-1
CC1CCCCC12NC(=O)N(CC(=O)OCC(=O)NC(=O)c1ccccc1)C2=O (configuration not stated),2
C=CCNC(=O)c1onc(CS(=O)(=O)c2cc(C)cc(C)c2)c1C(=O)NCC=C,-6
Cc1ccc(NC(=O)CN(C)C(=O)c2sc3cc(Cl)ccc3c2Cl)cc1,2
C[C@H](CO)N1C[C@H](C)[C@@H](CN(C)CC2CC2)Oc2c(NS(=O)(=O)c3ccc(F)cc3)cccc2C1=O,5
COc1ccc(S(=O)(=O)Nc2cccc(S(=O)(=O)N(C)C)c2)cc1[N+](=O)[O-],-1
CSCCC(NC(=O)COc1ccccc1)C(=O)N1CCCCCC1 (configuration not stated),1
CCCc1cc(=O)[nH]c(SCC(=O)c2cc(C)n(CC3CCCO3)c2C)n1 (configuration not stated),3
NC(=O)c1ccc(NC(=O)CSC(=O)c2ccccc2)cc1,-3

Next section.
SMILES,IDE act
Cc1ccccc1-c1cccc([C@@H]2C[C@H]3[C@H](CON3C)CN2C(=O)C(C)(C)C)c1,0
COc1cc(SC)ccc1C(=O)OCC(=O)N1CCN(C(C)=O)CC1,2
CC(=O)N(C)Cc1ccc(C(=O)CSc2nnc(C3CC3)n2C2CC2)cc1,3
COc1ccccc1CCNC(=O)c1ccc(NC(=O)CC2SC(N3CCCC3)=NC2=O)cc1 (configuration not stated),0
CCN(CC(=O)NCc1cccs1)C(=O)/C=C/c1cccc(Cl)c1Cl,-1
COc1ccc(C(=O)COC(=O)CCNS(=O)(=O)c2ccccc2)c(OC)c1,3
Cc1cccc(C)c1-n1nnnc1SCC(=O)c1c(N)n(C2CC2)c(=O)[nH]c1=O,0
CN(Cc1ccccc1)S(=O)(=O)c1ccc(Cl)c(C(=O)NCc2ccncc2)c1,-2
COC(=O)C1CCN(S(=O)(=O)c2cc3c4c(c2)CCN4C(=O)CC3)CC1,-1
CCSc1cnn(-c2ccccc2)c(=O)c1Cl,2
CC(=O)c1ccc(NC(=O)C(C)OC(=O)CCCN=C2NS(=O)(=O)c3ccccc32)cc1 (configuration not stated),0
CC(C)(Oc1ccc(Cl)cc1)C(=O)Nc1cccc(S(=O)(=O)NC2=NCCC2)c1,1

Other results follow.
SMILES,IDE act
COc1ccc(NC(=O)CN(C)C(=O)c2ccc(N3CCCCCC3)c([N+](=O)[O-])c2)cc1,2
CC(=O)NC(CCC(=O)O)C(=O)O (configuration not stated),5
C[C@@H]1COC(=O)[C@@H](Cc2ccc(F)cc2)C/C=C\C[C@@H](CC(=O)N(CCO)Cc2ccccc2)C(=O)N1,5
Cc1c(Cl)cnc(NC(=O)CSc2n[nH]c(N)n2)c1Cl,-1
Cc1ccc(NC(=O)c2ccccc2)cc1C,5
CCCCn1c(N)c(N(CCOC)C(=O)c2ccc(Cl)c(S(=O)(=O)N3CCCCC3)c2)c(=O)[nH]c1=O,5
C[C@H](NC(=O)c1ccccc1)C(=O)OCC(=O)c1c[nH]c2ccccc12,6
CCN(CC(=O)Nc1ccccc1OC)C(=O)c1ccccc1Sc1ccccc1C#N,2
CCc1ccc(N2CC(C(=O)Nc3ccc(S(=O)(=O)N4CCOCC4)cc3)CC2=O)cc1 (configuration not stated),0
O=C(OCc1ccccc1F)c1cc([N+](=O)[O-])ccc1N1CCOCC1,11
Cc1ccc(OC(C)C(=O)N(C)c2ccccc2)c([N+](=O)[O-])n1 (configuration not stated),5
COCCN(Cc1nnc(-c2cccs2)o1)C(=O)c1cccc(S(=O)(=O)N2CCOCC2)c1,1

Other compounds:
SMILES,IDE act
CC(=O)NS(=O)(=O)c1ccc(NC(=O)c2cccc3ccccc23)cc1,-7
Cc1cccc(NC(=O)COC(=O)CSc2ccccc2)c1C,1
CCOC(=O)c1cc(CC)sc1NC(=O)CN1C(=O)C(=O)N(CC(C)C)C1=O,1
O=[N+]([O-])c1cc(-c2cccnc2)n[nH]1,2
O=C(COC(=O)CCN1C(=O)c2ccccc2C1=O)Nc1ccccc1[N+](=O)[O-],6
COc1ccc(N2CCN(S(=O)(=O)CCNC(=O)COc3ccccc3C)CC2)cc1,-1
CCSc1nnc(NC(=O)CCN2C(=O)C3CCCCC3C2=O)s1 (configuration not stated),-1
CC(C)(CCc1ccccn1)C(=O)C(CCc1ccccn1)CCc1ccccn1,0
CCN(CC)S(=O)(=O)c1ccc(/C=C/C(=O)OCC(=O)NCc2cccs2)cc1,4
O=C(CCc1nc(-c2ccc(F)cc2)no1)Nc1cccc(C(=O)NC2CC2)c1,-2
COc1ccc2nc(C)cc(N3CCN(S(=O)(=O)c4ccccc4F)CC3)c2c1,1
O=C(CCl)Nc1sccc1C(=O)c1ccccc1,4

Continued.
SMILES,IDE act
CC1Cc2ccccc2N1C(=O)COC(=O)c1ccccc1NCCO (configuration not stated),-2
CCN(C(=O)CSc1ncnc2sccc12)c1c(N)n(Cc2ccccc2)c(=O)[nH]c1=O,2
O=C(/C=C/c1ccc(OC(F)F)cc1)OCC(=O)N1CCc2ccccc21,11
COCCNc1nnc(SCC(=O)N(C)c2c(N)n(Cc3ccccc3)c(=O)[nH]c2=O)s1,0
Cc1cccc(NC(=O)c2cccc(S(=O)(=O)NCc3ccccc3)c2)n1,0
O=C(COc1ccc(F)cc1)Nc1ccccc1N1CCOCC1,0
CN(C)C1=NCCN1CCCC1CCCC1,4
CCN1CCN(c2ccc(S(=O)(=O)N3CCCCC3)cc2NC(=O)COc2ccc(Cl)cc2)CC1,2
